# POLK inh – DNA polymerase kappa (human) inhibition; actives 0.53% (n = 400,000); Q9UBT6; purified Pol kappa, fluorescent DNA synthesis assay, 10 min; Potency, µM (titrated, usually from 107 µM), without a hit: at the highest dose activity, negative = inhibition, hits mostly inhibitors; further: potency means the concentration at half of the fitted maximal effect; on the % scale 0 is the no-effect control and ±100 the full control effect
#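 Here, compound and 10 nM enzyme are combined for 15 min at room temperature; adding 50 nM substrate (final) starts DNA synthesis, tracked by fluorescence at 0 and 10 min against buffer-only wells.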
# Apoferritin bind – candidate novel general anesthetic via apoferritin binding. apoferritin/1-aminoanthracene competitive binding, fluorescence. Potency, µM (top dose mostly 77.5 µM), without a hit: top-dose activity change, negative = displacement, hits mostly inhibitors. actives 0.074% (n = 350,000). AID 485281; further: potency means the concentration at half of the fitted maximal effect; on the % scale 0 is the no-effect control and ±100 the full control effect; nearly all actives have a fitted effect of over 20% in size
#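 Apoferritin-based anesthetic binding model; compound displacement of fluorescent 1-AMA measured as endpoint fluorescence after 10 minutes at room temperature, scaled to free-ligand and complex controls.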
# APE1 inh – inhibitors of human APE1 endonuclease | recombinant APE1, TAMRA/BHQ-2 abasic DNA cleavage fluorescence | Potency, µM (series often up to 65.8 µM), inactives show at the top dose activity change, negative = inhibition, usual class: inhibitors | actives 0.35% (n = 350,000) | AID 2517;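 further: potency means the concentration at half of the fitted maximal effect; plate controls were vehicle for no effect and reference inhibitor for full effect; nearly all actives have a fitted effect of over 55% in size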
#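 Kinetic fluorescence read (525 ex/598 em nm, three reads 60 s apart) of AP-site incision; signal = third minus first read. Enzyme 0.75 nM, dual-labelled THF duplex 50 nM, compound preincubation 15 min RT.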
# Pol beta inh – blocks human DNA polymerase beta activity; Pol beta primer extension/strand displacement, fluorescence kinetic; Potency, µM (series often up to 114 µM), for the others: at the highest dose activity change, negative = inhibition, usual class: inhibitors; actives 1.3% (n = 340,000); AID 485314; further: potency means the concentration at half of the fitted maximal effect; on the % scale 0 is the no-effect control and ±100 the full control effect
#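 10 nM enzyme + cpd, 15 min RT; start with substrate 50 nM final; read 0 min and after 10 min RT. Corrected, normalized data; 4-parameter Hill curve fit.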
# LDHA inh – inhibitors of human lactate dehydrogenase A; purified LDHA, NADH/diaphorase-resazurin fluorescence; stronger effect = lower value; activity change, % (values are at about 110 or 230 µM); actives 0.15% (n = 480,000); P00338; in the data active means activity change below about -30%; inconclusive means mostly about -25% to -30%;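 further: plate controls were DMSO wells for no effect and wells without enzyme for full effect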
#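 Enzyme activity of human lactate dehydrogenase 5 (2 nM; 0.06 mM NADH, 0.2 mM pyruvate, 5 min, RT) is measured via a resazurin/diaphorase fluorescence readout of residual NADH.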
# GRP78 ERSR act – ER stress response induction in glioma. U87-MG GRP78 promoter luciferase reporter, 16 h. Potency, µM, without a hit: at the top dose activation, hits mostly activators. AID 602332. actives 0.02% (n = 420,000); further: potency means the concentration at half of the fitted maximal effect; series mostly up to about 76 µM; % of control where 0% means no effect; nearly all actives have a fitted effect of over 35% in size
#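 Stably transfected U87-MG human glioma cells carrying a GRP78-based luminescent sensor were seeded at 1000 cells/well, pin-dosed with compounds and incubated 16 h. Luciferase reagent was then added, and end-point luminescence was read after 10 min at room temperature.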
# BLM helicase inh – blocks DNA unwinding by human BLM helicase. P54132. recombinant BLM DNA unwinding, fluorescence dequenching. Potency, µM (top dose mostly 56.1 µM), for inactives: top-dose activity change, negative = inhibition, usual class: inhibitors. actives 0.2% (n = 350,000);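 further: potency means the concentration at half of the fitted maximal effect; plate controls were vehicle for no effect and no enzyme for full effect; nearly all actives have a fitted effect of over 35% in size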
# Pol eta inh – blocks human DNA polymerase eta activity; Q9Y253; recombinant Pol eta, fluorescent DNA replication assay; Potency, µM (top dose mostly 114 µM), without a hit: top-dose activity change, negative = inhibition, most hits filed as inhibitors; actives 1.2% (n = 390,000); further: potency means the concentration at half of the fitted maximal effect; on the % scale 0 is the no-effect control and ±100 the full control effect
# Target sequence (Q9Y253 whole entry, looked up): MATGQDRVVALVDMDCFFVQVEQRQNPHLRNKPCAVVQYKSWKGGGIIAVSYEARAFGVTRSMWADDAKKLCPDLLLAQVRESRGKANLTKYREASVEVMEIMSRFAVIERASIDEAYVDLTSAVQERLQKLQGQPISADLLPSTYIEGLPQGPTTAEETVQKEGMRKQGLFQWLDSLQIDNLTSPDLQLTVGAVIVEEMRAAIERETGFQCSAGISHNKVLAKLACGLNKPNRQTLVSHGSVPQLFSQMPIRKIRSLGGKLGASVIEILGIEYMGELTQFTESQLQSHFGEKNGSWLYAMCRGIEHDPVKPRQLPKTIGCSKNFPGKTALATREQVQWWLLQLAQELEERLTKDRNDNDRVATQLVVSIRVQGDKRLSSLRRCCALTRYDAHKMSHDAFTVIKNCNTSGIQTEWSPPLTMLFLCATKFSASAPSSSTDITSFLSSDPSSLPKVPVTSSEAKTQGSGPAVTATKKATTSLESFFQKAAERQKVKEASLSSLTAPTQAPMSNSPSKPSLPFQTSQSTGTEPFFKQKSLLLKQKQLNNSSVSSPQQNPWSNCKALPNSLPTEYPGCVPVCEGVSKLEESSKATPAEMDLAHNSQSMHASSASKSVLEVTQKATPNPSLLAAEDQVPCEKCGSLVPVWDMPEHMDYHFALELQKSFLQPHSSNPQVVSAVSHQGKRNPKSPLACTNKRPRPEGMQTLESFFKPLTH
#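 Pol eta at 10 nM preincubated with compounds 15 min at room temperature; reaction started with fluorescent substrate (50 nM final) and read kinetically at 0 and 10 min.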
# POLI inh – blocks human DNA polymerase iota activity; Pol iota fluorescent replication assay, 10 min; Potency, µM (highest dose often 115 µM), without a hit: at the top dose activity, negative = inhibition, hits mostly inhibitors; actives 1% (n = 390,000); further: potency means the concentration at half of the fitted maximal effect
#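 Pol iota at 10 nM preincubated 15 min with compounds at room temperature; reaction started with fluorescent substrate, 50 nM final. Fluorescence read kinetically at 0 and 10 min; buffer-only wells as negative control.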
# Starred values were filed as active, the others as inactive; ? = inconclusive; . = no result given; & = joins results of further samples; [ ] = remark or other dose. Unless noted, the call rests on the fitted dose curve; in most records, active means well fitted curve in the direction sought with a large enough effect; inconclusive means small, poorly fitted or top-dose-only effect, or another doubt; inactive means no such curve, though single readings can be large; an effect the other way counts as inactive or inconclusive. Some of the compounds tested, so the mix of outcomes need not match the whole.
SMILES,POLK inh,Apoferritin bind,APE1 inh,Pol beta inh,LDHA inh,GRP78 ERSR act,BLM helicase inh,Pol eta inh,POLI inh
CCC(C)Nc1nc(N)c([N+](=O)[O-])c(NC2CCCCC2)n1 (stereo unspecified),1.8%,-13.8%,25.6%,1.7%,-2.6,-4.3%,-1.3%,-26.0%,-0.3%
O=C(Cn1ccc(C(F)(F)F)n1)NNC(=O)c1ccco1,-22.3%,.,3.2%,.,0.2,-5.9%,.,-12.6%,-0.1%
O=C(CS(=O)(=O)Cc1ccccc1)NCc1ccc2c(c1)OCO2,-16.2%,-9.4%,8.3%,4.9%,-2.5,-3.9%,-2.7%,-5.7%,6.7%
O=C(COC(=O)c1cnccn1)Nc1c(Cl)cc(Cl)cc1Cl,-14.9%,.,-10.7%,.,-6.1,-0.8%,.,-1.2%,4.6%
Cc1nn(-c2ccc(N3CCOCC3)nn2)c(C)c1CCC(=O)Nc1ccc(F)cc1,1.6%,4.0%,80.3%[activator],38.5%,-4.8,-1.4%,0.8%,-7.6%,2.0%
COc1cc(OC)c(NC(=O)c2cn(C)c(=O)c3cc(OC)c(OC)cc23)cc1Cl,-19.7%,-4.3%,.,9.1%,-10.3,-1.4%,-13.6%,56.2µM*,30.2%[activator]
Cc1ccc(N(CC(=O)N/N=C/c2ccco2)S(=O)(=O)c2ccccc2)cc1,-27.4%,-22.3%,-8.7%,?,-5.8,-3.1%,4.2%,-22.9%,?
CN1C(=O)N(c2ccc(Cl)cc2)C(C)(O)CC1(C)C (stereo unspecified),-13.6%,-11.5%,23.0%,1.9%,-0.1&-24.2,5.8%,-4.9%,1.3%,-20.4%
O=S(=O)(Nc1ccc(-c2csc(-c3ccccc3)n2)cc1)c1ccccc1,-3.2%,0.8%,-6.0%,-2.3%,-3.0,3.4%,-11.9%,-24.3%,50.2%[activator]
COc1ccc(-c2ccc(-c3noc(C4CCCCC4)n3)c(OC)n2)cc1,?,-7.1%,10.6%,16.4%,-1.4,-1.1%,-7.0%,-17.2%,-10.6%
CCOc1ccc(NC(=O)CC2C(=O)OCCN2CC)cc1 (stereo unspecified),2.9%,-11.8%,.,16.8%,0.6,-0.7%,1.8%,-11.3%,?
O=C(Nc1ccccc1)O/N=C/c1ccc(F)cc1,-17.9%,-9.2%,3.8%,9.6%,-7.7,-6.0%,5.5%,2.1%,-1.7%
O=C(O)c1ccccc1C(=O)N1CCN(c2cccc(Cl)c2)CC1,-6.0%,12.2%,-4.6%,1.5%,1.4,-6.5%,-7.7%,0.8%,29.6%
COc1ccc(C2C(C#N)=C(N)Oc3n[nH]c(C)c32)cc1Cn1cc([N+](=O)[O-])cn1 (stereo unspecified),-1.8%,-17.1%,1.4%,-2.3%,-2.8,-0.6%,-2.4%,-2.9%,1.2%
O=S(=O)(CCc1ccncc1)Cc1ccc2c3c(cccc13)CC2,1.8%,-17.4%,-3.5%,?,0.1,2.9%,1.9%,-6.9%,6.2%
COCCCNC(=O)c1ccc2nc3ccccc3c(=O)n2c1,-12.3%,239.4%[activator],-6.1%,2.6%,7.6,-0.8%,0.8%,-1.5%,6.8%
CC(=O)Oc1cccc(C(=O)Nc2ccccc2NC(=O)c2cccc(OC(C)=O)c2)c1,-3.1%,-1.6%,1.5%,24.7%,-7.7,1.0%,-2.5%,5.4%,-11.5%
CCCSC1=NN2CCCC(=O)N=C2S1,6.6%,-0.4%,21.0%,92.9%,-3.3,4.6%,-8.3%,-17.5%,33.9%[activator]
Cc1ccccc1OCCNC(=S)Nc1ccccc1,-19.7%,-16.1%,-1.9%,17.2%,-1.9,-3.7%,-5.4%,-9.5%,-5.4%
O=C(Nc1ccc2c(c1)OCO2)C1CCCN1C(=O)Nc1cccc(F)c1 (stereo unspecified),-4.2%,-3.9%,15.4%,0.7%,-3.7,-2.1%,-0.6%,-6.6%,57.8%[activator]
COCC(=O)NNC(=O)Cc1ccc(Cl)cc1,-3.5%,-6.3%,2.4%,-17.7%,1.9,-0.8%,-1.9%,-12.8%,38.4%[activator]
C=CCOc1ccc(/C(CC)=N/O)cc1OC,-2.8%,-12.6%,7.3%,-1.3%,-4.8,7.2%,1.6%,-16.2%,7.2%
CSCC[C@H](NC(=O)N1CCn2c1nc1ccccc12)C(=O)NCc1ccc2c(c1)OCO2,2.7%,38.4%[activator],41.7%,-12.9%,-1.8,0.3%,-0.8%,-12.8%,1.1%
O=C(Nc1ccccc1)N1CCCC2(CCN(C(=O)c3csnn3)CC2)C1,-3.9%[60.1 µM],.,2.3%,.,.,-3.7%,3.2%,.,.

# Quoted at random: 4 records from the list.
SMILES,POLK inh,Apoferritin bind,APE1 inh,Pol beta inh,LDHA inh,GRP78 ERSR act,BLM helicase inh,Pol eta inh,POLI inh
COCC(=O)NNC(=O)Cc1ccc(Cl)cc1,-3.5%,-6.3%,2.4%,-17.7%,1.9,-0.8%,-1.9%,-12.8%,38.4%[activator]
C=CCOc1ccc(/C(CC)=N/O)cc1OC,-2.8%,-12.6%,7.3%,-1.3%,-4.8,7.2%,1.6%,-16.2%,7.2%
Cc1ccccc1OCCNC(=S)Nc1ccccc1,-19.7%,-16.1%,-1.9%,17.2%,-1.9,-3.7%,-5.4%,-9.5%,-5.4%
O=S(=O)(CCc1ccncc1)Cc1ccc2c3c(cccc13)CC2,1.8%,-17.4%,-3.5%,?,0.1,2.9%,1.9%,-6.9%,6.2%

# Screens from PubChem.
